# Assay outcomes as filed in PubChem.
# Tb PFK inh = inhibitors of T. brucei phosphofructokinase; T. brucei PFK, ADP-Glo luminescence; O15648; Potency, µM (titrated, usually from 57.5 µM), for inactives: at the top dose activity, negative = inhibition, actives largely listed as inhibitors; actives 0.17% (n = 330,000);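 note: potency is the fitted concentration of half-maximal effect; 0% = uninhibited 1x PFK enzyme wells and -100% = no-enzyme wells; nearly all actives have a fitted effect of over 60% in size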
# Target sequence (O15648 whole entry, looked up): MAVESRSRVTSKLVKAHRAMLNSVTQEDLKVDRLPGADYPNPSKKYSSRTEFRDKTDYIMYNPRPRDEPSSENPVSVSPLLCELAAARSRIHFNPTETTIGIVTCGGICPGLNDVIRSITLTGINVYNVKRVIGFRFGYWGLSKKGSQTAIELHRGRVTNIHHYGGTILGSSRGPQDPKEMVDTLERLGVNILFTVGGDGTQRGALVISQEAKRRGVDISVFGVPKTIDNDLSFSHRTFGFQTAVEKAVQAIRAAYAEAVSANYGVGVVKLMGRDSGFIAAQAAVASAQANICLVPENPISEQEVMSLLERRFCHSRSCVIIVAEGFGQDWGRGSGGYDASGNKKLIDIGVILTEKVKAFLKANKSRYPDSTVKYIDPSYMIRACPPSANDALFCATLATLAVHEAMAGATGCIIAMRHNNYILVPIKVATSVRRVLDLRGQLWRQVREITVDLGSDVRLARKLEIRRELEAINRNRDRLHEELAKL
#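 1.25 nM PFK with 0.5 mM F6P and 0.1 mM ATP in 0.1 M TEA pH 8.0, 5 mM MgCl2, incubated 45 min at room temperature; ADP measured by ADP-Glo luminescence; compounds titrated up to 57 uM.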
# ELG1 genotoxic = genotoxicity induction in ELG1-luciferase HEK293T cells; HEK293T ELG1-luciferase reporter, luminescence, 16 h; Potency, µM (top dose mostly 46 µM), inactives show top-dose activity change, positive = activation, hits mostly activators; actives 1.3% (n = 330,000); AID 504466; note: potency is the fitted concentration of half-maximal effect; % of control where 0% means no effect; nearly all actives have a fitted effect of over 60% in size
#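 ELG1-luciferase HEK293T cells, 2,000/well; compound pinned in; 16 hr, 37 °C, 5% CO2; ONE-Glo, 30 min RT; luminescence on CCD imager.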
# FLuc counter = inhibits or activates purified firefly luciferase, miR-21 counter-screen; purified FLuc, Km substrates, luminescence inhibition; AID 588342; P08659; Potency, µM (top dose mostly 57.5 µM), without a hit: top-dose activity change, negative = inhibition, actives largely listed as inhibitors; actives 6.9% (n = 360,000);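 note: potency is the fitted concentration of half-maximal effect; plate controls were vehicle for no effect and reference inhibitor for full effect; nearly all actives have a fitted effect of over 55% in size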
#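 Purified P. pyralis luciferase (10nM final) with 10uM D-luciferin and 10uM ATP (Km levels) in 50mM Tris acetate pH 7.5, 10mM Mg acetate, 0.01% Tween-20, 0.05% BSA; qHTS 6-point titration, ~60 µM downward; luminescence read.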
# NPC1 prom act = activators of NPC1 promoter | Huh7 NPC1 promoter luciferase reporter, 24 h | Potency, µM (series often up to 9.22 µM), without a hit: at the top dose activation, most hits filed as activators | actives 2.4% (n = 320,000);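 note: potency is the fitted concentration of half-maximal effect; % of control where 0% means no effect; nearly all actives have a fitted effect of over 60% in size; reporter is driven by a mutant NPC1 promoter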
#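 Luminescence read-out of NPC1 promoter-driven luciferase in stably transfected Huh7 cells; compounds delivered in DMSO and left 24 h at 37C, 5% CO2, qHTS titration format.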
# BRCA1 expr up = activators of BRCA1 expression | MCF7-BRCA1-FFLuc reporter, luminescence, 48 h; response scale: scaled: vehicle 0%, 10 µM genistein 100% | actives 1.1% (n = 380,000) | Potency, µM (highest dose often 46.1 µM), inactives show top-dose activation, most hits filed as activators; note: potency is the fitted concentration of half-maximal effect; nearly all actives have a fitted effect of over 80% in size; some results filed as inactive show a strong effect at the top dose
#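 Luminescence from a BRCA1-driven firefly luciferase in MCF7 cells was read after 48 h compound exposure at 37 C. Data normalized against DMSO and a 10microM genistein activation control, then curve-fitted across the titration.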
# p53 reactivator = restores transcriptional activity of mutant p53; H1299 p53-A138V BP100-luciferase reporter, luminescence, 24 h; AID 504706; actives 0.063% (n = 320,000); Potency, µM (titrated, usually from 92.2 µM), without a hit: at the top dose activity change, positive = activation, usual class: activators; note: potency is the fitted concentration of half-maximal effect; % of control where 0% means no effect; nearly all actives have a fitted effect of over 45% in size
#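 H1299 (p53-null), stable ts p53-A138V + BP100-Luc; 1000 cells/well, Opti-MEM/10% FBS; cpd 4 pt, 1:5; 24 h, 37 deg C, 5% CO2; detection reagent 10 min RT; luminescence.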
# TRPV1 agonist = human TRPV1 agonism | activation, % at 8.33 µM | TRPV1-expressing cells, Fluo-8 calcium influx, agonist mode | actives 0.19% (n = 320,000) | Q8NER1; in the data active = activation above about 80%; inconclusive = between about 30% and that limit; note: 0% is about no effect
#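 Fluo-8 calcium influx in TRPV1-expressing cells, kinetic read (ex 480/em 520 nm). Compound added and read 3 min for agonist activity, followed by capsaicin at EC20 final and 2 min further read for enhancement.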
# RORg inh = ROR gamma (mouse) transcription inhibition | P51450 | Drosophila S2 Gal4-RORgamma UAS-luciferase reporter, 20 h | Potency, µM (series often up to 53.6 µM), without a hit: at the highest dose activity change, negative = inhibition, actives largely listed as inhibitors | actives 5.4% (n = 310,000) | AID 2551; note: potency is the fitted concentration of half-maximal effect; % is set by controls: 0 for no effect and ±100 for the full control effect; nearly all actives have a fitted effect of over 60% in size
# Target sequence (P51450 whole entry, looked up, the tested form may be a part): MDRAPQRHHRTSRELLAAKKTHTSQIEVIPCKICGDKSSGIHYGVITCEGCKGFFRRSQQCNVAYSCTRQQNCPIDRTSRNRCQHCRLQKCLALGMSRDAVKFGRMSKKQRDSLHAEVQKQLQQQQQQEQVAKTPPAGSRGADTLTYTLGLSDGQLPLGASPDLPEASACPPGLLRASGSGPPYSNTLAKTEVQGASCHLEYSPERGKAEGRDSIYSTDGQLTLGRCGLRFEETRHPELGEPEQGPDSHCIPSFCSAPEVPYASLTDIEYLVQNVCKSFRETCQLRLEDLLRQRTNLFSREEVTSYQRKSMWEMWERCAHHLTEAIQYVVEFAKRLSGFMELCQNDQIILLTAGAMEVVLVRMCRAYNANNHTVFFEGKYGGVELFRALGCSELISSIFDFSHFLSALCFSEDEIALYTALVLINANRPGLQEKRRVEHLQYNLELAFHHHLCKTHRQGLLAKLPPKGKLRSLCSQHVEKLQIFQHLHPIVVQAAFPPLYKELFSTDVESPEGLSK
#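 In this cell-based reporter format, copper sulfate (700 uM final) drives Gal4–ROR gamma fusion expression from a metallothionein promoter in Drosophila Schneider cells; compounds preincubated 1 hr, reporter read after 20 hr at ambient temperature.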
# ELG1 DNA repair = ELG1-dependent DNA repair inhibition. HEK293T ELG1-luciferase reporter, luminescence, 16 h; DNA damage induced by 5-fluorouridine. Potency, µM (highest dose often 46.1 µM), for inactives: top-dose activity change, negative = inhibition, hits mostly inhibitors. actives 2.3% (n = 330,000); note: potency is the fitted concentration of half-maximal effect; % is set by controls: 0 for no effect and ±100 for the full control effect; nearly all actives have a fitted effect of over 55% in size
#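 Quantitative HTS, concentration-response format. 2,000 cells/well co-treated with 5-fluorouridine and compound, 16 hr in 5% CO2 at 37 °C; ONE-Glo luminescence read after 30 min.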
# Rab9 prom act = activates the Rab9 promoter; Huh7 Rab9 promoter-luciferase reporter, luminescence, 24 h; Potency, µM (titrated, usually from 9.22 µM), inactives show top-dose activation, negative = inhibition, actives largely listed as activators; actives 2.8% (n = 320,000); AID 485297; note: potency is the fitted concentration of half-maximal effect; % of control where 0% means no effect; nearly all actives have a fitted effect of over 60% in size
#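 Measured in stably transfected Huh7 cells bearing a Rab9 promoter–luciferase construct: 24 h compound treatment at 37 °C, followed by luminescence detection.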
# Gal4-VP16 FLuc = inhibits Gal4-VP16 luciferase reporter, ROR gamma counter-screen; AID 2546; Drosophila S2 Gal4-VP16 UAS-luciferase, luminescence, 20 h; actives 3.5% (n = 310,000); Potency, µM (highest dose often 53.6 µM), without a hit: top-dose activity, negative = inhibition, hits mostly inhibitors;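 note: Gal4-VP16 expression switched on by copper sulfate through the metallothionein promoter; potency is the fitted concentration of half-maximal effect; % is set by controls: 0 for no effect and ±100 for the full control effect; nearly all actives have a fitted effect of over 50% in size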
# * hit, by the source's call; ? = inconclusive; . = no result given; [ ] = dose if it differs, or a comment. Unless noted, calls come from the whole dose curve; as a rule, active = well fitted curve in the direction sought with a large enough effect; inconclusive = small, poorly fitted or top-dose-only effect, or another doubt; inactive = no such curve, though single readings can be large; an effect the other way counts as inactive or inconclusive. This is a random part of the collection, and some 15% of all compounds hit somewhere here.
SMILES,Tb PFK inh,ELG1 genotoxic,FLuc counter,NPC1 prom act,BRCA1 expr up,p53 reactivator,TRPV1 agonist,RORg inh,ELG1 DNA repair,Rab9 prom act,Gal4-VP16 FLuc
Cc1ccc2nc(-c3ccc(NC(=O)Cc4cccs4)cc3)[nH]c2c1,-0.1%,?,1.35µM*,2µM*,21.4%,3.0%,0.7,?,?,1µM*,?
O=c1c2ccccc2ncn1-c1ccc(Cl)c(Cl)c1,2.1%,14.4%,1.3%,22.1%,36.7%,29.4%,-6.3,?,17.7%,29.8%,-11.1%
CC1(C)CC(=O)C2=C(C1)Nc1[nH]n(-c3ccccc3)c(=O)c1C2c1ccc2c(c1)OCO2 (centres undefined),-1.3%,-2.6%,2.9%,3.0%,0.5%,1.2%,1.6,16.2%,16.0%,-6.3%,3.6%
O=C(CN1CCN(CCC(=O)Nc2ccccc2F)CC1)Nc1ccc(Cl)cc1,1.0%,-3.9%,-6.5%,2.4%,-11.8%,-27.4%,0.8,20.6%,?,3.4%,0.0%
C/C(CC(=O)NCc1ccco1)=N\NC(=O)c1ccc([N+](=O)[O-])cc1Cl,-7.1%,1.6%,-0.9%,-6.9%,-5.4%,3.3%,-1.1,-25.1%,-2.4%,-0.3%,3.0%
O=C(CSc1nnc2c(n1)[nH]c1ccccc12)Nc1ccc(N2CCOCC2)cc1,-0.6%,2.1%,-7.8%,4.7%,-7.6%,0.0%,1.0,-33.0%,-15.9%,-2.4%,?
O=C(OCCCc1ccncc1)c1ccc(S(=O)(=O)N2CCOCC2)cc1,-1.4%,0.6%,-0.1%,-1.9%,0.8%,-3.3%,3.3,12.3%,-0.8%,-5.5%,-6.9%
COc1ccccc1OCCNC(=O)C(CCSC)NC(=O)COc1ccccc1 (centres undefined),-1.3%,0.4%,1.0%,-3.1%,4.0%,4.8%,-1.1,.,-13.0%,13.0%,.
COc1ccccc1C(=O)NC(=O)COC(=O)/C(=C/c1ccccc1)NC(C)=O,0.1%,1.7%,1.8%,-4.6%,-1.8%,-5.9%,1.6,4.2%,12.1%,-2.1%,-7.1%
COc1cccc(C(=O)Nc2cccc(-c3ccc(N4CCOCC4)nn3)c2)c1,-0.2%,3.4%,2.13µM*,?,73.0%,7.2%,-0.4,.,-8.1%,?,.
O=C(CN(c1ccc(F)cc1)S(=O)(=O)c1ccc2c(c1)OCCO2)Nc1ccc2c(c1)OCO2,0.9%,-18.2%,0.7%,-2.0%,-31.0%,-2.3%,0.0,2.5%,?,-0.7%,0.4%
COc1ccc(C(CNC(=O)c2ccc(Cl)s2)N2CCOCC2)cc1 (centres undefined),0.4%,3.2%,5.2%,-0.4%,-9.1%,-8.0%,5.4,.,1.0%,-5.2%,.
Cc1ccc(NC(=O)c2ccc3c(=O)n4c(nc3c2)CCC4)cc1S(=O)(=O)N(C)C,-4.3%,-5.7%,?,1.4%,-5.0%,-0.7%,1.9,.,-20.1%,3.9%,.
CSc1nnc(CNC(=O)C23CC4CC(CC(C4)C2)C3)n1Cc1ccccc1,0.0%,-3.0%,-0.5%,-1.9%,-3.9%,9.9%,1.3,17.9%,3.3%,0.0%,5.3%
O=C(CN1CCN(CC(=O)Nc2ccc(-c3ccccc3)cc2)CC1)Nc1ccc(F)cc1,3.2%,0.2%,0.7%,-0.7%,-16.7%,?,-1.7,-1.8%,2.6%,3.6%,-15.8%
Nc1nc(C2CC2)c(Sc2sc(N)nc2C2CC2)s1,-0.8%,-6.4%,-1.3%,0.9%,-54.9%,-2.4%,1.3,10.4%,-2.0%,-3.5%,3.1%
O=C(CSc1ccc([N+](=O)[O-])cc1)Nc1cccc(S(=O)(=O)N2CCOCC2)c1,-14.9%,-2.2%,.,.,-11.5%,-6.4%,.,.,?,.,.
CC(C)(C)N1CC23C=CC(C[C@@H]2C1=O)O3 (some centres undefined),0.0%,-1.7%,5.5%,1.5%,5.2%,-6.2%,-1.6,.,?,2.6%,.
CCOC(=O)/C(C#N)=C/c1ccc(N2CCN(C)CC2)cc1,3.3%,-1.5%,26.9µM*,-2.4%,-4.3%,21.1%,7.7,-7.4%,?,1.1%,-12.4%
O=C(CNC(=O)c1ccc2c(c1)OCCO2)N/N=C/c1cccc(Br)c1,4.8%,-12.2%,?,-4.5%,-17.5%,-2.0%,-2.3,29.7%,8.4%,-2.4%,-19.5%
Cc1cc(C)nc(SCC(=O)OC(C)C(=O)Nc2ccccc2)n1 (centres undefined),0.1%,5.2%,-0.1%,1.0%,-10.2%,-0.1%,5.4,23.3%,-13.9%,3.2%,0.0%
CCOC(=O)C1CCCN(C(=O)CNS(=O)(=O)c2ccc(Br)s2)C1 (centres undefined),1.1%,-0.3%,1.8%,-2.7%,-22.2%,-13.3%,-1.0,18.0%,-4.9%,-1.3%,-3.6%
Cc1cccc(NC(=O)CN2C(=O)S/C(=C\c3ccc(-c4cccc(C(=O)O)c4C)o3)C2=O)c1,-1.3%,0.3%,19µM*,-2.1%,-26.8%,-0.6%,-1.2,-30.7%,-1.6%,6.5%,-23.9%
CCc1cc(C)cc(OCCNC(=O)c2cncc(Br)c2)c1,1.3%,-0.9%,3.1%,-0.6%,-4.7%,6.4%,?,?,0.0%,-1.6%,-25.7%
O=C(O)c1ccc(S(=O)(=O)N2CCC(Cc3ccccc3)CC2)cc1,3.3%,-0.5%,-3.4%,0.0%,-8.9%,-13.4%,1.3,-17.6%,8.1%,-0.9%,1.4%
O=C(Nc1cccnc1)Nc1ccccc1Cl,2.9%,21.5%,?,27.7%,42.0%,?,?,-1.7%,?,19.1%,-1.3%
CCN(CC(=O)NCc1ccc(Cl)cc1)C(=O)/C=C/c1ccc(Cl)c([N+](=O)[O-])c1,1.3%,-6.3%,9.53µM*,12.9%,-41.0%,-0.1%,-0.7,-3.6%,23.0%,1.6%,-0.8%
Cc1ccc2c(CC(=O)NC3CCCc4ccccc43)coc2c1 (centres undefined),-5.2%,0.1%,2.0%,2.1%,-30.7%,-14.1%,7.3,?,0.6%,2.4%,4.8%
COC(=O)Nc1ccc(S(=O)(=O)N2CCCC(C(=O)NC3CCCCC3)C2)cc1 (centres undefined),-2.6%,-1.6%,-2.4%,-4.3%,-3.0%,0.3%,6.0,7.6%,?,-4.5%,4.9%[10 µM]
CC1CCN(S(=O)(=O)c2ccc([N+](=O)[O-])cc2)CC1,5.1%,-1.5%,-0.4%,1.0%,-32.7%,.,0.6,1.7%,-23.5%,9.5%,15.7%

# Just BRCA1 expr up, ELG1 DNA repair and p53 reactivator (two entries from above):
molecule,BRCA1 expr up,ELG1 DNA repair,p53 reactivator
O=C(CSc1nnc2c(n1)[nH]c1ccccc12)Nc1ccc(N2CCOCC2)cc1,-7.6%,-15.9%,0.0%
O=C(OCCCc1ccncc1)c1ccc(S(=O)(=O)N2CCOCC2)cc1,0.8%,-0.8%,-3.3%

# (continued)
SMILES,Tb PFK inh,ELG1 genotoxic,FLuc counter,NPC1 prom act,BRCA1 expr up,p53 reactivator,TRPV1 agonist,RORg inh,ELG1 DNA repair,Rab9 prom act,Gal4-VP16 FLuc
COc1cccc(N(C(=O)c2cccs2)c2nc3ccccc3s2)c1,-0.2%,?,-12.2%,7.5%,79.4%,?,0.4,-33.9%,?,9.8%,10.5%
COc1ccc(N2CCN(C(C)C(=O)N3CC(C)OC(C)C3)CC2)cc1 (centres undefined),-10.1%,0.5%,-0.8%,-7.1%,-1.1%,-0.9%,4.1,8.1%,7.5%,1.2%,7.4%
O=C(NCc1ccccn1)c1cc(-c2ccc(Cl)cc2)oc1C(F)(F)F,2.1%,-3.4%,-19.7%,-4.0%,-46.4%,-3.8%,18.4,-4.1%,5.8%,-2.0%,0.8%
COC(=O)c1sccc1NC(=O)c1cccs1,2.4%,1.9%,6.4%,-3.9%,-35.4%,-0.9%,13.8,17.8%,-1.7%,1.1%,-1.6%
Cc1ccc(S(=O)(=O)NC2CC(C)(C)N(O)C(C)(C)C2)cc1,-4.4%,0.3%,-2.2%,1.1%,-19.5%,-5.4%,0.9,.,-1.5%,-1.3%,.
C[C@@H]1CN(C2CCN(Cc3nc(CC4CC4)no3)CC2)C[C@H](C)O1,6.2%,3.0%,?,-2.8%,0.7%,-2.2%,-0.6,-1.9%,11.9%,1.0%,0.5%
COc1cc(-c2nnn(CC(=O)NC3CCS(=O)(=O)C3)n2)ccc1OCc1ccccc1 (centres undefined),2.6%,?,12µM*,?,?,6.6%,-2.4,25.2%,?,17.9%,24.0%
